NTMT1 inhibitor = blocks human N-terminal methyltransferase 1 activity. Q9BV86. NTMT1 MTase-Glo SAH luminescence, purified enzyme. Potency, µM (series often up to 114 µM), without a hit: at the top dose activity change, negative = inhibition, hits mostly inhibitors. hit rate 2.5% among 59,000. AID 1645870;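 further: potency means the concentration at half of the fitted maximal effect; plate controls were DMSO vehicle for no effect and no enzyme for full effect; nearly all actives have a fitted effect of over 65% in size; many of its hits are not listed in these tables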
B2AR arrestin ag = ADRB2 beta-arrestin recruitment; Potency, µM (top dose mostly 46.1 µM), inactives show at the highest dose activation, usual class: activators; P07550; HTLA Tango cells, beta-arrestin recruitment, luciferase luminescence, 18 h; 44,000 tested, under 10 active;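 further: potency means the concentration at half of the fitted maximal effect; 0% = DMSO and full agonism = EC100 isoproterenol or metaproterenol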
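First, Tango cells carrying beta2-AR and beta-arrestin fusions received compound up to 46 microM. After 18 hr at 37 degrees C, luciferase substrate was added for 15 minutes, then luminescence gave %Activity for curve fitting.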
p53null 32C tox = kills p53 null cells at the permissive temperature; Potency, µM (doses to about 46.1 µM), without a hit: at the top dose activity change, negative = cytotoxicity, usual class: cytotoxic; AID 903; H1299-neo p53 null cells, ATP luminescence, 24 h, 32C; hit rate 0.62% among 55,000;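 further: potency means the concentration at half of the fitted maximal effect; 0% = DMSO only and -100% = full killing by 100 µM tamoxifen; nearly all actives have a fitted effect of over 55% in size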
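ATP-content luminescence in p53-null H1299-neo cells after 24 h compound exposure (up to 46 uM) at 32C permissive temperature; 0% and 100% killing set by DMSO and 100 uM tamoxifen; Hill-equation AC50.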
PTAP-TSG101 blk = blocks PTAP binding to human TSG101, validation; Potency, µM (series often up to 115 µM), inactives show at the top dose activity change, negative = inhibition, most hits filed as inhibitors; AID 1347069; Fluorescence polarization, FITC-PTAP peptide/Tsg101, 20 min; Q99816; 44,000 tested, under 10 active; further: potency means the concentration at half of the fitted maximal effect; 0% is about no effect
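Read-out is FITC fluorescence polarization. Compounds were added to Tsg101 binding domain (10 uM final), then FITC-PTAP peptide (50 nM final), 20 min at r.t. Total S+P intensity flags fluorescent compounds.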
p53null 39C tox = selectivity test: cytotoxicity in p53 null cells, nonpermissive temperature | H1299 p53-null (neo) cells, 39C, ATPlite viability, 24 h | Potency, µM (top dose mostly 46.1 µM), inactives show top-dose activity, negative = cell killing, most hits filed as cytotoxic | hit rate 0.97% among 55,000 | AID 904;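 further: potency means the concentration at half of the fitted maximal effect; 0% = DMSO only and -100% = full killing by 100 µM tamoxifen; nearly all actives have a fitted effect of over 50% in size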
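Luminescent ATP signal reported cell survival after H1299 lines (neo, p53 null; or p53 A138V) received up to 46 uM compound and 24 hr incubation at 39C.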
GALK inh = inhibits human galactokinase | P51570 | recombinant GALK, Kinase-Glo ATP luminescence, 1 h | Potency, µM (titrated, usually from 57.5 µM), for the others: at the top dose activity, negative = inhibition, usual class: inhibitors | 44,000 tested, under 10 active | AID 1347072;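 further: plate controls were full GALK reaction for no effect and reaction lacking GALK for full effect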
Target sequence (P51570 whole entry, looked up): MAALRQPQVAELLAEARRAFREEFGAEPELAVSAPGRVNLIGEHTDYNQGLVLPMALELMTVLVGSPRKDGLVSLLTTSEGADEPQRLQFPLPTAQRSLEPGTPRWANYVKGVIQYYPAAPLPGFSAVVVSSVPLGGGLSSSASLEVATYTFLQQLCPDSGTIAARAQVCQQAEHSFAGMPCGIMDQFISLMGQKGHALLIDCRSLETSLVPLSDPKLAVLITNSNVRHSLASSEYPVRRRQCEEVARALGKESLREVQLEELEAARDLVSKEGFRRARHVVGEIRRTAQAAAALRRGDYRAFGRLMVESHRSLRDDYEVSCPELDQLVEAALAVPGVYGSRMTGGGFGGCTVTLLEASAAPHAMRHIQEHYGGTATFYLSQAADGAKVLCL
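Luminescent ATP-depletion readout (Kinase-Glo Plus, 10 min) after 1 h RT reaction of 5 nM GALK, 35 uM ATP, 100 uM galactose, pH 8.0 HEPES buffer. Decreased kinase activity scored as inhibition.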
FH mod = Identification of activators of human fumarate hydratase by quantitative high-throughput screening; AID 1347055, 2019; FH coupled MDH/diaphorase resazurin fluorescence, 15 min; Potency, µM (highest dose often 79.9 µM), for the others: at the highest dose activity change, negative = inhibition, actives largely listed as inhibitors; Fumarate hydratase, mitochondrial (Homo sapiens), P07954; hit rate 0.22% among 54,000; further: potency means the concentration at half of the fitted maximal effect; on the % scale 0 is the no-effect control and ±100 the full control effect; the screen sought activators but most active calls are inhibition curves; nearly all actives have a fitted effect of over 45% in size
Target sequence (P07954 whole entry, looked up): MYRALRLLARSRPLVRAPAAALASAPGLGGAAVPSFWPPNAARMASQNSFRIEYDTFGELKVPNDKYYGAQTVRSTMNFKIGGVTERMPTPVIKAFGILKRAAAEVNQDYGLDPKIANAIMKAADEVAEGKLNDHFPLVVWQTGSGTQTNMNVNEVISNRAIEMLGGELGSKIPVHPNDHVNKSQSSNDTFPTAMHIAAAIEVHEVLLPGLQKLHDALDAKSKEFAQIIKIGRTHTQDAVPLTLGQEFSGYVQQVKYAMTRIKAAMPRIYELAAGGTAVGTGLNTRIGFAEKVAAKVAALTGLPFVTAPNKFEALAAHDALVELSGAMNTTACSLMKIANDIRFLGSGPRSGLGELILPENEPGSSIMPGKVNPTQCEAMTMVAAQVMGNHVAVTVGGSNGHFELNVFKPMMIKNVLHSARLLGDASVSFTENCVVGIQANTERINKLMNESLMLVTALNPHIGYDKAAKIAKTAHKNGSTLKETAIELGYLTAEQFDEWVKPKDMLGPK
Numbers without * were called inactive; u = inconclusive; x = no result given; [ ] = dose if it differs, or a comment. The call rests on the fitted dose curve; in most records, active means well fitted curve in the direction sought with a large enough effect; inconclusive means small, poorly fitted or top-dose-only effect, or another doubt; inactive means no such curve, though single readings can be large; an effect the other way counts as inactive or inconclusive.

SMILES	NTMT1 inhibitor	B2AR arrestin ag	p53null 32C tox	PTAP-TSG101 blk	p53null 39C tox	GALK inh	FH mod
Cc1ccccc1Oc1nc2ccccn2c(=O)c1/C=C(\C#N)c1nc2ccccc2[nH]1	-5.4%	0.7%	2.4%	-0.3%	-13.4%	0.0%	-4.8%
Cc1cccc(-c2c3c(=O)n(C)c(=O)n(C)c3cn2-c2cc(N)c(Cl)cc2Cl)c1	-12.5%	u	27.0%	0.2%	83.0%[activator]	3.1%	-8.1%
Cc1ccc(C(=O)Nc2cc(-c3nc4cc(Cl)ccc4o3)ccc2C)c(C)c1	-0.9%	0.9%	8.1%	-0.8%	3.8%	-1.5%	-6.5%
COc1ccc(Cl)cc1NC(=O)c1ccc2c(c1)CCCN2S(C)(=O)=O	3.9%	-2.4%	-10.4%	-3.2%	-21.7%	7.0%	-25.1%
COc1ccc(OC)c(CNC(=O)CSc2c3c(nc4cc(Cl)ccc24)CCCC3)c1	-3.6%	-0.4%	4.0%	-2.1%	34.8%[activator]	6.5%	-18.0%
COc1ccc(-c2cn3c(n2)sc2cc(C(=O)Nc4c(C)cccc4C)ccc23)cc1	u	2.6%	12.3%	-1.6%	-7.8%	-2.1%	-5.0%
CCOc1ccc(C2c3[nH]c4ccccc4c3CCN2C(=O)CCc2ccccc2)cc1 (centres undefined)	7.8%	-0.9%	-10.4%	11.4%	5.7%	5.4%	-32.6%
CCOC(=O)c1c(NC(=O)c2cc3ccccc3c(=O)o2)sc2c1CCC(C)C2 (centres undefined)	6.7%	0.3%	-2.4%	6.1%	14.1%	1.8%	-9.2%
CC1=C(c2ccc(C)c(C)c2)S(=O)(=O)N=C1N1CCC(C(=O)NCc2ccc(Cl)cc2)CC1	8.3%	-2.0%	5.9%	-3.9%	-20.6%	6.4%	-6.8%
CC(CC(=O)NCc1ccc(Cl)cc1Cl)CC1=NS(=O)(=O)c2ccccc2N1 (centres undefined)	14.7%	-0.4%	4.8%	-2.0%	11.4%	0.6%	3.1%
CC(C)C1N=C2c3ccccc3N=C(SCC(=O)NCc3ccccc3Cl)N2C1=O (centres undefined)	0.0%	6.3%	0.3%	-2.5%	4.0%	-1.9%	6.2%
CCC1CCCCN1CCCNC(=O)c1cn(C)c2ccc(S(=O)(=O)N(C)C3CCCCC3)cc2c1=O (centres undefined)	-8.2%	-2.3%	1.9%	-3.6%	1.1%	-1.4%	-3.2%
COc1ccccc1CNC(=O)Cn1c(=O)oc2cc(S(=O)(=O)N3CCCC3)ccc21	23.8%	-2.9%	-6.3%	-3.4%	2.8%	-1.8%	2.2%
Cc1ccc(CNC(=O)CSc2ncc(S(=O)(=O)c3ccc(C)c(Cl)c3)c(=O)[nH]2)cc1	6.1%	-1.5%	4.7%	-8.8%	-12.5%	0.0%	-11.4%
COc1ccc(CCNc2nccn(-c3ccc(C)c(C)c3)c2=O)cc1OC	-13.1%	1.0%	-2.4%	1.0%	-0.1%	-1.2%	-1.5%
Cc1c(CC(=O)N2CCCCC2)c(=O)oc2cc3occ(C(C)(C)C)c3cc12	1.9%	-1.9%	1.7%	0.2%	-19.7%	-10.4%	1.5%
COc1ccc(C2C=C(c3ccccc3)Nc3nc(NS(=O)(=O)c4ccc(C)cc4)nn32)cc1 (centres undefined)	u	-3.3%	-5.4%	-8.4%	3.7%	-11.3%	-20.3%
Cc1cccc(OCC(=O)Nc2nc3c(s2)CC(C(C)(C)C)CC3)c1C (centres undefined)	u	-2.1%	-8.8%	2.2%	-7.8%	0.2%	-20.8%
COc1ccc(OC)c(CCNC(=O)c2cnn(-c3ccccc3)c2-n2cccc2)c1	0.1%	-1.3%	5.6%	-6.4%	6.4%	-0.8%	-3.6%
Cc1cccc(N2CCN(C(=O)C3CCN(c4ncnc5c4nc4n5CCCCC4)CC3)CC2C)c1 (centres undefined)	-6.4%	-0.4%	-1.8%	4.8%	u	1.0%	-6.4%
Cc1cccc(NC(=O)CSc2nnc(N)s2)c1	13.9%	0.2%	-3.9%	-6.5%	8.8%	1.0%	-33.8%
COc1ccc(Cn2cc(C(=O)c3ccc(C)c(C)c3)c(=O)c3ccccc32)cc1	-1.3%	1.5%	-9.5%	-7.4%	0.1%	9.2%	-8.5%
O=C(Nc1nnc(N2CCCCCC2)s1)Nc1cc(F)ccc1F	7.0%	0.1%	5.1%	-4.7%	16.0%	0.0%	0.0%
CC(C)CC1N=C2c3ccccc3N=C(SCC(=O)NCCc3ccc(Cl)cc3)N2C1=O (centres undefined)	-1.1%	-1.2%	10.4%	-4.0%	-2.9%	-1.5%	-27.8%
COc1ccc(CCNC(=O)c2ccc3c(c2)N(Cc2c(F)cccc2Cl)C(=O)CS3)cc1OC	-16.4%	0.2%	-1.4%	4.1%	18.6%	0.1%	-16.7%

Part of the list above, reduced to p53null 39C tox, p53null 32C tox and GALK inh.
structure	p53null 39C tox	p53null 32C tox	GALK inh
CCOc1ccc(C2c3[nH]c4ccccc4c3CCN2C(=O)CCc2ccccc2)cc1 (centres undefined)	5.7%	-10.4%	5.4%
CCOC(=O)c1c(NC(=O)c2cc3ccccc3c(=O)o2)sc2c1CCC(C)C2 (centres undefined)	14.1%	-2.4%	1.8%

Back to the main list, repeating the 2 entries before the break.
SMILES	NTMT1 inhibitor	B2AR arrestin ag	p53null 32C tox	PTAP-TSG101 blk	p53null 39C tox	GALK inh	FH mod
CC(C)CC1N=C2c3ccccc3N=C(SCC(=O)NCCc3ccc(Cl)cc3)N2C1=O (centres undefined)	-1.1%	-1.2%	10.4%	-4.0%	-2.9%	-1.5%	-27.8%
COc1ccc(CCNC(=O)c2ccc3c(c2)N(Cc2c(F)cccc2Cl)C(=O)CS3)cc1OC	-16.4%	0.2%	-1.4%	4.1%	18.6%	0.1%	-16.7%
COc1ccccc1C1C=C(c2ccc(Cl)cc2)Nc2nc(-c3ccc(Cl)cc3)nn21 (centres undefined)	21.0%	-1.6%	20.4%	-3.4%	34.5%[activator]	u	-23.4%
COc1ccc(CCNc2ncnc3c2cnn3-c2cccc(Cl)c2)cc1	-7.4%	-0.9%	-5.0%	-0.7%	18.5%	2.5%	-1.1%
Cc1ccc(NC(=O)Cn2cc(C(=O)c3ccco3)c3ccccc32)cc1	22.2%	7.6%	-15.7%	-0.2%	7.9%	3.8%	1.5%
O=C(NCc1ccc(F)cc1)c1ccc(CS(=O)(=O)c2ccc(Cl)cc2)o1	-5.8%	0.8%	-4.9%	-2.0%	31.3%[activator]	-1.5%	2.0%
Clc1ccccc1CSc1nnc(C2CCNCC2)o1	-3.0%	-5.1%	-6.7%	-0.4%	-29.2%	4.2%	2.5%
O=S(=O)(c1ccc(Cl)cc1)c1nnn2c1nc(NC1CCCCC1)c1sccc12	-12.5%	-0.1%	-7.0%	-0.1%	3.5%	0.0%	2.2%
COc1ccc(CCNC(=O)c2c(O)nc3c(C)cccn3c2=O)cc1OC	u	-1.3%	3.4%	-0.4%	-7.6%	6.1%	-13.6%
CCn1cc(C(=O)NCc2ccc(F)cc2)c(=O)c2cc(S(=O)(=O)N(C)C)ccc21	14.2%	-0.2%	-1.2%	-6.3%	8.3%	-1.2%	-9.9%
COc1ccccc1NC(=O)C1=C(C)Nc2ncnn2C1c1ccccn1 (centres undefined)	x	0.7%	-6.9%	-8.2%	u	6.0%	x
C[C@@H](NC(=O)CN(c1ccccc1)S(=O)(=O)N(C)C)c1ccccc1	-1.4%	0.8%	-1.9%	-7.4%	-17.6%	u	-3.4%
COCCNC(=O)c1nn(-c2ccc(C)cc2)c(=O)c2c1c1ccccc1n2C	4.3%	-1.7%	8.1%	-5.9%	0.9%	0.4%	-4.1%
Cc1ccc(NC(=O)Cn2c(=O)ccc3cc(S(=O)(=O)N4CCC(C)CC4)ccc32)cc1Cl	15.5%	0.3%	8.1%	3.3%	-5.8%	-0.6%	3.1%
COc1ccccc1CNc1nc2nc(C)c(Cl)c(C)n2n1	u	-1.0%	-7.3%	-12.3%	11.2%	1.6%	-1.7%
COc1ccc(NC(=O)CN2C(=O)C3(SCC(=O)N3c3cccc(OC)c3)c3ccccc32)cc1 (centres undefined)	12.6%	1.6%	0.7%	1.0%	4.1%	2.3%	-7.6%
Cc1ccc(C)c(S(=O)(=O)c2cn(C)c3cc(N4CCCCC4C)c(F)cc3c2=O)c1 (centres undefined)	4.8%	-0.4%	4.5%	3.5%	-11.8%	1.5%	u
CCn1cc(C(=O)NCCc2ccc(C)cc2)c(=O)c2cc(S(=O)(=O)N3CCC(C)CC3)ccc21	7.7%	-0.8%	1.9%	-2.0%	-10.7%	-1.6%	-25.0%
O=C(CSc1ncc(CO)n1Cc1ccccc1)Nc1nc2ccccc2s1	10.3%	-0.9%	4.9%	-1.4%	3.5%	-2.2%	-1.8%
COc1ccc(-n2ccn(CC(=O)Nc3ccc(C)cc3C)c(=O)c2=O)cc1	11.3%	-0.2%	-4.1%	-0.8%	-12.7%	-3.6%	1.0%
COCCn1c(SCC(=O)c2ccc(F)cc2)nc2cc(C(=O)NC3CCCC3)ccc2c1=O	3.1%	0.7%	5.0%	2.4%	-3.9%	3.6%	2.8%
CCOC(=O)c1ccc(NC(=O)CSc2nnc3c4ccccc4n(CC)c3n2)cc1	-4.6%	1.0%	-3.7%	-2.8%	-3.5%	1.3%	-2.4%
CCCCc1ccc(C(=O)c2c(N)c(C(=O)Nc3cccc(OC)c3)c3ccccn23)cc1	18.5%	-3.8%	0.1%	-2.8%	-11.5%	-0.1%	-0.2%
COc1ccc(C2C(C(=O)Nc3ccccc3OC)=C(C)Nc3c(C(=O)Nc4ccccc4)cnn32)c(OC)c1 (centres undefined)	22.3%	-0.3%	13.8%	-3.1%	-1.3%	1.4%	-24.3%
CCC(C(=O)Nc1cccc(-c2nc3cccnc3s2)c1C)c1ccccc1 (centres undefined)	-2.3%	1.4%	5.4%	8.7%	6.1%	-0.1%	-26.5%
COc1cccc2cc(-c3nnc(-c4ccc(Cl)cc4)o3)c(=O)oc12	-0.6%	0.6%	-2.8%	4.3%	-9.9%	-0.6%	-9.5%
COc1ccc(C)cc1NC(=O)CCc1c(C)nn(-c2ccc(N3CCOCC3)nn2)c1C	-1.1%	-0.4%	-13.1%	-0.5%	0.8%	3.1%	u
O=C(NCc1ccccc1Cl)c1cc2cccc3c2n1CCS3	3.0%	-0.1%	5.7%	-0.6%	32.6%[activator]	1.0%	-13.0%
COc1ccc(CNC(=O)CSc2ncc(S(=O)(=O)c3ccc(C)c(Cl)c3)c(=O)[nH]2)cc1	4.8%	1.3%	9.8%	-2.7%	-11.5%	-0.9%	-14.1%
CCCCC1CCC(C(=O)N2CC(=O)Nc3ccc(C)cc3C2c2ccc(F)cc2)CC1 (centres undefined)	0.6%	1.0%	-1.3%	0.5%	30.8%[activator]	-2.7%	u
COc1ccc(CCNC(=O)c2cnc3sc(N4CCOCC4)nn3c2=O)cc1OC	x	1.4%	-4.5%	-0.7%	13.2%	1.3%	x

High-throughput results (PubChem)

Only part of the results is shown, so the mix of outcomes need not match the whole.
